Screening results from PubChem BioAssay.
TLR9-MyD88 inh: inhibitors of TLR9-MyD88 association in cells, primary screen, cell-based, CHO, BLA complementation, fluorescence; Toll-like receptor 9 (Homo sapiens) + Myeloid differentiation primary response protein …; CCF4 FRET ratio; inhibition, % at 4.98 µM; hit rate 0.21% among 340,000; AID 504734, 2011;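 active = inhibition above the mean over all tested compounds plus 3 SD, cut at about 21% in these data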;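 also: 0% = DMSO only wells and 100% = clavulanate BLA inhibitor control wells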
NOD2-RIPK2 inh: NOD2-RIPK2 binding disruptors in cells, primary screen, fluorescence, CHO cells, BLA complementation | Receptor-interacting serine/threonine-protein kinase 2 (Homo sapiens), O43353 | CCF4 ratio | inhibition, % at 4.98 µM | hit rate 0.38% among 360,000; in the data active = inhibition above about 21%;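 also: 0% = vehicle only and 100% = reference blocker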
SRC3 inh: SRC3 coactivator transcriptional activity inhibitors, primary screen, cell-based, luminescence | Nuclear receptor coactivator 3 (Homo sapiens), Q9Y6Q9 | HEK293 GAL4-SRC3 luciferase reporter | inhibition, % at 3.6 µM | hit rate 0.17% among 360,000 | AID 588352, 2011;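 active = inhibition above a per-campaign cutoff, the mean of all compounds plus 3 SD, cut at about 60% in these data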;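 also: 0% = DMSO-treated cells and 100% = gossypol-treated cells at 36 µM; higher means less SRC3-driven luciferase light from the GAL4 reporter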
ABHD5 PLIN5 PPI: ABHD5-PLIN5 interaction inhibitors, primary screen, cell lysate, split luciferase complementation, luminescence; Split G. princeps luciferase complementation, 4 h; inhibition, % at 4 µM; Perilipin-5 (Homo sapiens) + 1-acylglycerol-3-phosphate O-acyltransferase ABHD5 (Homo …; hit rate 0.78% among 360,000;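 active = inhibition above the mean inhibition across every tested compound plus 3 SD, cut at about 22% in these data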;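 also: 0% = DMSO only wells and the 100% control is not disclosed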
NCOA2 inhibitor: inhibition of GAL4-SRC2 driven luciferase reporter, primary screen, SRC2 inhibitor project, cell-based, luminescence. Nuclear receptor coactivator 2 (Homo sapiens), Q15596. HEK293 GAL4-SRC2 luciferase reporter. inhibition, % at 9 µM. hit rate 0.17% among 370,000;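 active = inhibition above the mean inhibition of all tested compounds plus 3 SD, set per campaign, cut at about 52% in these data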;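 also: 0% = DMSO treated cells and 100% = cells given Gossypol at 36 µM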
Exocytosis inh: LAMP-1 surface exposure blockers, TALL-104 cells – cell-based, flow cytometry, MLPCN library, primary screen; TALL-104 LAMP-1 surface exposure; cells stimulated with thapsigargin and PMA; AID 651702, 2012; inhibition, % at 10 µM; hit rate 0.66% among 360,000;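 active = inhibition above about 55%, limit read from the data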
LRH-1 inv ag: LRH-1 (NR5A2) inverse agonists, primary screen, cell-based, luminescence, HEK293T, StAR-luciferase reporter; Nuclear receptor subfamily 5 group A member 2 (Homo sapiens), O00482; LRH-1 transfected, 24 h; inhibition, % at 3.6 µM; hit rate 0.13% among 360,000;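 active = inhibition above the mean inhibition of all tested compounds plus 3 SD, cut at about 73% in these data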;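 also: 0% = DMSO wells and 100% = reporter-only cells lacking LRH-1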
TWEAK-Fn14 inh: inhibitors of TWEAK-Fn14 signaling, primary screen, luciferase reporter cells, uHTS; TWEAK-stimulated Fn14 reporter cells, luciferase luminescence, 8 h; inhibition, % at 10 µM; hit rate 2% among 360,000; AID 1159606, 2016; in the data active = inhibition above about 50%
COUP-TFII inh: NR2F2 transcriptional activity inhibitors, primary screen, cell-based, luciferase reporter, HEK293T, luminescence | HEK293T NGFI-A luciferase reporter | COUP transcription factor 2 (Homo sapiens), P24468 | hit rate 0.7% among 370,000 | inhibition, % at 8.6 µM;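 active = inhibition above a per-plate cutoff, mean inhibition of test wells between control levels plus 3 SD, cut at about 38% in these data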;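 also: cells cotransfected with COUP-TFII expression vector driving the NGFI-A reporter; 0% = median of COUP-TF2 test wells and 100% = reporter-only cells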
SRC1 inh: SRC1 coactivator transcriptional activity inhibitors, primary screen, cell-based, luminescence | Nuclear receptor coactivator 1 (Homo sapiens), Q15788 | HEK293 GAL4-SRC1 luciferase reporter | inhibition, % at 3.6 µM | hit rate 0.12% among 360,000 | AID 588354, 2011;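 active = inhibition above the campaign mean plus 3 SD, with each screening campaign given its own cutoff, cut at about 60% in these data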;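 also: 0% = DMSO treated cells and 100% = gossypol at 36 µM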
TROY NFkB inh: inhibitors of TROY-driven NF-kB signaling, primary screen, Q293 LMP1-TROYcd cells, NF-kB luciferase, uHTS; hit rate 0.98% among 360,000; AID 1347056, 2019; Q293 LMP1-TROYcd NF-kB luciferase reporter, 4 h; inhibition, % at 10 µM;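 active = compounds whose plate-normalised and pattern-corrected inhibition of the luciferase reporter signal at the single screening dose is 50% or more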
* marks the source's active call; other numbers are inactive results; / = no result given; & = joins results of further samples.

no.	mol	NOD2-RIPK2 inh	ABHD5 PLIN5 PPI	COUP-TFII inh	SRC1 inh	NCOA2 inhibitor	TROY NFkB inh	SRC3 inh	TLR9-MyD88 inh	LRH-1 inv ag	TWEAK-Fn14 inh	Exocytosis inh
1	CC(=O)c1[nH]c(C)c(C(C)=O)c1C	-7	2	0	-12	-16	7	-7	5	10	1	2
2	O=C(Nc1ccccc1O)N1c2ccccc2Sc2ccccc21	-18	0	28	-4	6	-35	17	2	-12	-11	-3
3	COc1cc(NC(=O)CN2C(=O)C(c3ccccc3)=NC23CCCCCC3)cc(OC)c1	-4	5	2	9	22	-11	19	0	19	1	-2
4	COCCNC(=S)NCCCNc1nc2cc3c(cc2cc1C#N)OCO3	-8	-9	-18	-12	-5	-5	-1	-6	4	-2	-2
5	c1ccc(-c2sc3ccccc3c2-c2ccc(OCCN3CCOCC3)cc2)cc1	2	6	/	9	/	-2	-11	-10	7	-5	-3
6	COc1cc(C)ccc1S(=O)(=O)n1nc(C)cc1C	6	-8	7	-1	-4	-6	-1	-2	4	0	-2
7	Cc1ccc(NC(=O)CSc2nccn(-c3ccc4c(c3)OCCO4)c2=O)cc1	-3	-17	-2	8	-21	35	16	-1	27	25	14
8	COc1ccc(F)cc1-c1cc(C(=O)NCc2cc(C(F)(F)F)cc(C(F)(F)F)c2)[nH]n1	1	-1	23	6	13	29	7	/	-9	8	8
9	CN(C)c1nc(OCCNC(=O)COc2ccc(Cl)cc2Cl)nc(N(C)C)n1	-3	-2	5	-2	-29	8	1	-1	15	12	-1
10	NC(=O)NC(=O)COC(=O)CCSc1ccccc1	-3	-1	0	-11	-21	13	6	6	-5	1	6
11	O=C(N/N=C/C=C\c1cccc([N+](=O)[O-])c1)c1cccnc1	-2	6	22	-20	-9	-28	-14	2	-6	-2	-4
12	O=[N+]([O-])c1ccc(Nc2nc(Cl)nc(NCCO)n2)cc1	-8	-7	10	-24	-26	6	-1	-2	9	-7	0
13	COc1ccccc1-c1nnc(SCC(=O)Nc2c(Cl)cccc2Cl)o1	1	-3	-2	13	-7	-2	26	-4	20	-2	2
14	COc1cc(SC)ccc1C(=O)OCC(=O)N1CCN(C(C)=O)CC1	-2	-3	-5	-27	-28	-8	-11	13	-19	6	-3
15	Cc1c(NS(=O)(=O)c2cc(C(=O)NCCN(C)C)ccc2Cl)c(=O)n(-c2ccccc2)n1C	-5	4	-28	-13	1	-8	-9	-1	0	6	4
16	Cc1cccc(NC(=O)CSc2nc(=O)n3ccccc3n2)c1C	10	-5	-24	2	0	11	5	1	15	3	-3
17	CCOc1ccc(S(=O)(=O)NCCC(=O)NNC(=O)c2ccc(F)cc2)cc1	-14	0	8	6	5	-9	5	7	3	-19	-5
18	Cc1ccc(CNC(=O)Nc2ccc(Cl)cc2)cc1	-1	-9	-10	-26	-50	-37	-22	10	6	-7	-3
19	O=C(NCc1ccccn1)C(=O)N/N=C/c1ccc2c(c1)OCO2	-5	-6	-6	-5	7	-4	-15	-17	10	-8	-1
20	O=C(NC1CCSc2ccccc21)c1cc(S(=O)(=O)N2CCOCC2)ccc1F (stereo not given)	-7	-2	11	1	18	-8	7	-2	-8	0	0
21	CC1CC(C)CN(C(=O)CSc2nnc(-c3ccc(Cl)cc3)o2)C1 (stereo not given)	-10	3	3	-7	7	4	-20	-2	-6	-17	-4
22	N=c1c2c(ncn1Cc1ccco1)Oc1cc(O)ccc1C2c1ccccc1 (stereo not given)	-6	7	-17	-11	-16	21	13	-6	-2	0	-2
23	C=CCn1c(SCC(=O)Nc2cc(C)on2)nc2c([nH]c3ccccc32)c1=O	-9	0	-28	3	15	28	-3	-8	13	-31	0
24	CCOc1ccc(C(C)=O)cc1COC(=O)c1cnc(Cl)c(Cl)c1	-5	-3	-28	-2	-5	-36	9	0	-12	-46	58*
25	O=C(O)CCCC(=O)NCCc1cccc(Cl)c1	-6	-1	5	-16	2	13	-6	3	21	-3	-1
26	O=C1C2C3C=CC(C3)C2C(=O)N1c1ncn[nH]1 (stereo not given)	7	-5	-4	6	-11	0	13	-1	10	1	-1
27	COCCn1nnnc1C(C(C)C)N(Cc1cccnc1)Cc1ccccc1Cl (stereo not given)	-16	2	-4	2	-2	-21	27	-4	3	-18	3
28	COc1ccc(C(=O)C[n+]2cccc(C(N)=O)c2)cc1	7	-5	-2	-2	0	11	1	-2	-2	16	-15
29	Cc1n[nH]c(=O)c2c(NC(=O)CSc3nncn3C(C)C)oc(C)c12	-15	-2	17	-9	24	11	-13	3	11	-21	-1
30	Cc1cc(C(=O)N/N=C/c2cccc([N+](=O)[O-])c2)c2ccccc2n1	-2	7	-30	7	-3	11	14	-7	21	-6	-3
31	Cc1ccc(S(=O)(=O)N2CCN(S(C)(=O)=O)C2c2ccccc2)cc1 (stereo not given)	-7	-4	-5	-23	9	9	14	-3	6	-4	0
32	CC(C)CC(=O)Nc1ccc(Nc2ccccc2)cc1	-3	-6	-6	-11	-23	-18	-11	-2	-13	-9	5
33	COc1cccc(C=NNc2nnc(NN=Cc3cccc(OC)c3OC)c3ccccc23)c1OC	-3	0	-26	-76	10	36	-100	-13	4	14	2
34	COc1ccc2nc(C)cc(Nc3ccccc3OC)c2c1	-10	10	-6	1	9	7	-10	0	10	4	-5
35	CC(=O)N1CCN(CCN=CC2=C(O)CC(C)(C)CC2=O)CC1	5	-1	-11	1	0	-4	8	-7	19	17	-1
36	COc1ccc(NS(=O)(=O)c2ccc(NC(=O)C(CCSC)NC(N)=O)cc2)cc1 (stereo not given)	-3	-2	13	0	-28	8	22	-1	-10	-2	-12
37	O=c1cc(N2CCCCC2)c(-c2ccccc2)n[nH]1	-11	1	2	7	-8	4	13	3	0	-19	0
38	O=C(COc1ccc(Cl)cc1[N+](=O)[O-])N1CCCCC1	-7	1	-31	1	3	-14	7	-1	-17	7	-2
39	O=C(CN(Cc1ccco1)Cc1cccs1)N1CCN(S(=O)(=O)c2cccc(F)c2)CC1	13	6	-13	-13	12	4	10	-14	-5	4	1
40	Cc1cccc(C)c1NC(=O)CCN1C(=O)C2C3CCC(C3)C2C1=O (stereo not given)	-1	2	-2	-10	2	2	14	-14	-5	-31	0
41	C=C1C[C@]23C[C@@]1(O)CC[C@H]2[C@@]12C=C[C@H](O)[C@@](C)(C(=O)O1)[C@H]2[C@@H]3C(=O)O	-9&9	-5&-1	0&-2	0&-3	17&-9	1&-4	-4&13	-6&-2	-5&18	-10&3	0&-2
42	Cc1ccc(-c2nnc(NCc3nc4ccccc4[nH]3)c3ccccc23)cc1S(=O)(=O)N1CCOCC1	-17	13	/	18	/	5	18	6	11	66*	4
43	CC(=O)N1CCN(C(=O)COC(=O)c2ccc(S(C)(=O)=O)cc2)CC1	-13	3	6	-2	-27	2	4	-7	-5	-12	0
44	N#Cc1nc(COc2ccc(F)cc2)oc1N1CCCCC1	-5	7	-12	-6	8	-12	17	5	-6	31	-3
45	COc1ccc(C(C)NC(=O)CCc2ccccc2)cc1 (stereo not given)	-5	3	17	-40	13	4	8	-1	13	1	-1
46	CCOCCOC(=O)COc1ccc2c(=O)c(Oc3ccc(OC)cc3)coc2c1	-4	6	18	-5	-7	-39	8	-8	13	-9	-9
47	Cc1cccc(OCc2n(CC(=O)OC3CC(C)CCC3C(C)C)c3ccccc3[n+]2C)c1 (stereo not given)	8	19	/	7	/	64*	26	-6	14	75*	89*
48	CC(OC(=O)c1cccc(NS(C)(=O)=O)c1)C(=O)Nc1ccc(N2CCOCC2)cc1 (stereo not given)	-10	0	7	-34	5	27	-14	3	-4	-13	1
49	COc1ccc2cc(C#N)c(SCC(=O)N3CCCC3)nc2c1	-2	-1	-28	-23	-42	-20	-16	8	-26	-19	0
50	O=C(Nc1ccc(Cl)cc1)N(Cc1nc2ccccc2c(=O)[nH]1)Cc1cccs1	4	-4	11	14	-24	-22	19	2	2	4	0
51	CN(C)c1ccc(-c2ccnc3c2CC(C)(C(=O)NCc2ccco2)O3)cc1 (stereo not given)	-1	1	49*	3	14	17	-8	/	27	30	9
52	CC(=O)NC(CC(=O)NNC(=O)COc1c(C)cccc1C)c1ccccc1 (stereo not given)	-10	-6	10	-6	-26	-2	-7	5	8	2	4
53	Cc1cccc(NC(=S)NCCc2c[nH]c3ccccc23)c1	2	-11	8	8	6	2	24	2	-22	-5	6
54	COc1ccc(C[C@H]2CN3C(=NC[C@@H]3Cc3ccc(O)cc3)N2CCNC(=O)c2ccc(C)c(Br)c2)cc1	0	16	-3	-20	-7	-3	12	-1	14	-38	0
55	COC(=O)C1=C(C)N(c2ccc(C(=O)OC)cc2)C(=O)C1	6	6	0	16	-2	4	0	1	2	13	4
56	CNC(=S)N/N=C/c1ccc(-c2ccc(C(=O)O)cc2)o1	-6	9	-32	-49	-17	1	-24	-7	-74	14	0
57	O=C(c1cnn(-c2nc3ccccc3s2)c1)c1ccccc1O	2	-5	-17	-24	-34	12	-11	-6	-2	22	5
58	CCOC(=O)[C@@H]1[C@H]2COc3ccc(Br)cc3[C@@H]2N2C(=O)N(c3ccc(C)cc3)C(=O)[C@]12C	5	-5	6	-9	-5	6	-17	5	4	-9	-3
59	Cc1cccc(CSc2nc3ccccc3c(=O)n2C)c1	5	-4	9	-18	4	0	12	9	2	23	-1
60	Cc1cc(S(=O)(=O)Nc2c(C)nn(C)c2C)c(Cl)cc1Cl	-13	0	2	18	-17	-14	21	-5	-9	2	-6

Other results
no.	mol	NOD2-RIPK2 inh	ABHD5 PLIN5 PPI	COUP-TFII inh	SRC1 inh	NCOA2 inhibitor	TROY NFkB inh	SRC3 inh	TLR9-MyD88 inh	LRH-1 inv ag	TWEAK-Fn14 inh	Exocytosis inh
61	N#CC1=C(N)NC(SCc2ccccc2)=C(C#N)C12CCCCC2	-2	-8	0	-7	-1	12	-3	-1	-3	22	4
62	O=S(=O)(c1cnc(Cl)c(Cl)c1)N1CCN(c2ncccn2)CC1	0	-3	13	-12	-8	-11	-1	-6	1	-20	2
63	COc1cc(CNc2nccn3ccnc23)cc(OC)c1	-11	3	-1	3	-11	5	3	/	0	9	-1
64	CC1(C)CC(=O)C(C=Nc2ccncc2)=C(O)C1	-3	-4	-16	0	-34	-1	18	-1	2	2	0

A portion of the library; count on the stated rates, not on these rows.
